# Compound activity (PubChem BioAssay)
# SUMO HTRF inh: inhibitors of human SUMOylation (UBC9) | actives 0.36% (n = 290,000) | inhibition, % at 35 µM | P63279 | HTRF SUMOylation assay, SAE1/SAE2 + UBC9, in vitro | AID 2006; in the data active = inhibition above about 50%, passing the limit was not always enough; note: strong numbers were not always called active
# Target sequence (P63279 whole entry, looked up): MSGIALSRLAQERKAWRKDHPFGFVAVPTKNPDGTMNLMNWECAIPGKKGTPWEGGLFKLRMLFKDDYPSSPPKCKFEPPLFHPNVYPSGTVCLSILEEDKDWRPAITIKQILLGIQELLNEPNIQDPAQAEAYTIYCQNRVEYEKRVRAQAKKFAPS
# p-CIP stab down: p/CIP protein destabilization; Q05BA5; F442A p/CIP-EGFP cells, EGFP fluorescence, 16 h; decrease of EGFP signal, % at 10 µM; actives 0.01% (n = 290,000); AID 1984;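 active = EGFP signal decrease of at least 30% at 10 µM or well 3 SD below plate mean, unless failing retest; inactive = the rest, including hits failing retest or dose response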; note: some compounds called inactive have numbers as strong as hits; many of its hits are not listed in these tables
# IDE cell activ: IDE (human) activation, cell-based; AID 493087; actives 0.073% (n = 340,000); activation, % at 5.96 µM; HEK cells, FAbeta-B cleavage, fluorescence polarization; 0% vehicle, 100% cell-free pure enzyme wells;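 active = activation above the mean of all tested compounds plus 3 SD, set per screening campaign, cut at about 17% in these data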
# CRFBP-R2 block: blocks CRF-induced signaling of the CRF-BP/CRF-R2 complex; actives 0.59% (n = 350,000); inhibition, % at 11.8 µM; HEK293 CRF-R2/CRF-BP, CRF-induced calcium fluorescence;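 active = inhibition of the ligand-induced calcium signal above about 50% at the single tested concentration, limit read from the data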
# VIM-2 inh: blocks Pseudomonas aeruginosa VIM-2 metallo-beta-lactamase. purified VIM-2, nitrocefin hydrolysis, epi-absorbance fluorescence. inhibition, % at 5.6 µM. actives 0.89% (n = 290,000). AID 1527;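 active = inhibition above the mean of all tested compounds plus 3 SD, cutoff set per screening run, cut at about 7.5% in these data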;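 note: red hydrolysis product quenches plate fluorescence so inhibitors raise well fluorescence; 0% = enzyme with DMSO and 100% = DMSO without enzyme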
# IDE inh: cellular human IDE inhibition | HEK cells, FAbetaB cleavage, fluorescence polarization | inhibition, % at 5.59 µM | P14735 | actives 0.41% (n = 320,000);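 active = percent inhibition above the average of all tested compounds plus 3 SD, set per screening campaign, cut at about 16% in these data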;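 note: IDE supplied by intact live HEK cells; FP after avidin binding of uncleaved biotin substrate so inhibition keeps polarization high; 0% = DMSO wells and 100% = 60 µM reference IDE inhibitor Ii1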
# GalR3 antagonist: antagonists of human GalR3; O60755; HEK293 GalR3-CNG cAMP membrane potential fluorescence; galR3 body fused to GalR1 C-terminus; inhibition, % at 3 µM; actives 0.44% (n = 360,000); AID 651719;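 active = inhibition above the screen-wide average plus 3 SD, cut at about 13% in these data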;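 note: forskolin and galanin both at EC90 stimulate the cells; cAMP rise reported by CNG channel membrane potential dye signal; 0% = forskolin plus galanin with DMSO and 100% = forskolin alone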
# Target sequence (O60755 1-299 limits assumed): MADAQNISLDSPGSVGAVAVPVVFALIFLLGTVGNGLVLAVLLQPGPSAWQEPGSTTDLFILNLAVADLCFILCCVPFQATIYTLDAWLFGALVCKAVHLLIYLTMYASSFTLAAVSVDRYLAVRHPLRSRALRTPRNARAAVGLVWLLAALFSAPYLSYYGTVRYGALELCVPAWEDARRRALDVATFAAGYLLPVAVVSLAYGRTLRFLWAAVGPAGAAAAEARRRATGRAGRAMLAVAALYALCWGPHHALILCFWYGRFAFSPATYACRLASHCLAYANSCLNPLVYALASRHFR
# IMP-1 inhibitor: inhibitors of Pseudomonas aeruginosa IMP-1 metallo-beta-lactamase; inhibition, % at 5.6 µM; actives 0.45% (n = 290,000); purified IMP-1, nitrocefin hydrolysis, epi-absorbance fluorescence; AID 1556;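 active = inhibition above the mean plus 3 SD of all compounds in the same screening run, cut at about 4.5% in these data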;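 note: 0% = IMP-1 with DMSO and 100% = DMSO wells lacking enzyme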
#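 System: purified recombinant IMP-1 beta-lactamase. Medium: Zinc- and detergent-supplemented HEPES buffer, pH 7.1. Compound: one 5.6 µM dose […]. Schedule: 15 min preincubation plus 25 min reaction at 25 °C. Technique: Epi-absorbance fluorescence, 480 nm excitation, 530 nm emission.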
# HCV NS3 hel inh: blocks Hepatitis C virus NS3 helicase unwinding | NS3 helicase DNA unwinding, Cy5 molecular beacon fluorescence | inhibition, % at 10.9 µM | actives 0.56% (n = 290,000);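 active = inhibition above the mean of all tested compounds plus 3 SD, set per campaign, cut at about 35% in these data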;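 note: 0% = DMSO wells and 100% = thioflavine S control wells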
#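 Assay system: hepatitis C virus NS3 helicase domain fragment enzyme. Also added: annealed dual-labelled DNA beacon duplex, ATP-started. Timing: 1 h reaction at 25 °C, ATP-initiated. Technique: Cy5 fluorescence at 0 and 60 min, beacon hairpin quenching. Evaluation: % inhibition of unwinding. Replication: one well per compound.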
# Active calls of the source: *; · = not tested or not shown.
SMILES,SUMO HTRF inh,p-CIP stab down,IDE cell activ,CRFBP-R2 block,VIM-2 inh,IDE inh,GalR3 antagonist,IMP-1 inhibitor,HCV NS3 hel inh
CCOC(=O)C1CSc2[nH]c(=O)sc2C1c1ccccc1 (stereo not given),3.3,5.1,1.7,-7.1,0.6,-1.9,1.3,-2.8,1.9
CN(C)c1nc(-c2ccccc2)ncc1S(=O)(=O)c1ccccc1,16.3,-1.6,1.1,-22.5,-3.4,5.3,-4.4,-2.4,-4.9
Cc1ccc(N(CC(=O)Nc2ccccc2C(=O)NCc2ccco2)S(=O)(=O)c2ccccc2)cc1C,-3.5,-8.3,0.2,15.4,-7.2,3.5,-0.8,-4.4,-9.0
COc1cc(NC(=O)CN2C(=O)C(c3ccccc3)=NC2(C)C)cc(OC)c1,0.8,-6.8,3.5,10.0,-3.6,0.7,·,-3.8,-9.5
Cc1ccc(S(=O)(=O)N2CCN(C(=O)CNC(=O)c3ccc(Br)o3)CC2)cc1,·,·,4.5,-4.7,·,-2.1,-2.0,·,·
CCN(C[C@H]1N[C@@](CC)(C(=O)OC)[C@H]2C(=O)N(C)C(=O)[C@@H]12)C(=O)COC,·,·,4.0,-3.6,·,-3.2,1.4,·,·
CCOc1ccc(NS(=O)(=O)c2ccc(C(=O)N3CCCCC3)cc2)cc1,9.2,-37.2,-3.1,-21.5,-2.4,5.2,-2.5,-3.8,-4.9
CC(C)n1ncc2c(C(=O)N3CCN(Cc4ccc(Br)s4)CC3)cc(C3CC3)nc21,·,·,0.1,-4.9,·,-1.3,-6.2,·,·
CC(=O)Nc1ccc(C(=O)Nc2cc(C)on2)cc1,13.4,-7.2,-0.1,-5.5,0.5,-2.0,-5.1,-1.1,-7.1
CC(=O)Nc1ccc2c(c1)nc(C)n2-c1ccccc1,-9.9,-9.2,-1.0,7.2,-0.6,-0.7,-10.2,-2.2,-0.6
C=CCn1c(C)cc(C(=O)COC(=O)/C=C/c2cccc(OC)c2)c1C,16.2,-11.2,6.8,6.5,-2.1,-1.9,-5.4,-1.3,-3.6
COC(=O)c1ccc(CNC(=O)c2ccc(OC)c(S(=O)(=O)NC3CCCC3)c2)cc1,·,·,0.1,-1.1,·,1.9,-4.8,·,·
COC(=O)c1cc(Br)c(=O)n(Cc2cccnc2)c1,8.8,-4.0,0.6,-10.5,-1.5,5.4,-5.3,0.9,-4.9
CCCCn1c2ccccc2c2cc(CC(N)=O)ccc21,-4.0,-7.1,1.5,-8.8,-1.2,5.6,-4.4,-2.8,-24.5
COc1cc(/C=C2\C(=O)N(CCC#N)N=C2C)ccc1OCC(=O)Nc1ccccc1,82.7,-1.6,1.2,-10.6,1.4,3.6,-2.7,0.3,14.8
C[C@H](CO)N1C[C@H](C)[C@@H](CN(C)C(=O)Nc2ccccc2)Oc2ccc(NC(=O)CCN3CCOCC3)cc2C1=O,·,·,1.4,31.8,·,7.1,-3.7,·,·
O=C(CCl)N(Cc1cc(=O)[nH]c2ccccc12)c1ccccc1,0.2,-8.8,-5.0,3.2,-3.7,-9.2,-9.6,-2.3,1.6
C1CN(CCN2CCOCC2)CCN1,1.6,3.4,1.8,6.2,0.1,2.7,·,-2.1,1.4
O=S(=O)(Nc1cc(S(=O)(=O)N2CCOCC2)ccc1Cl)c1ccccc1,·,·,-1.8,-7.7,·,-2.0,-1.1,·,·
Cc1ccc(CCNC(=O)C2CCC(=O)N2Cc2ccc(F)cc2)cc1 (stereo not given),12.6,-8.4,1.1,-0.9,-1.5,1.4,-9.8,-0.8,-4.4
CC1(c2ccc(Cl)cc2)NC(=O)CS1 (stereo not given),-3.2,-8.3,-5.7,10.0,-1.9,-1.8,-1.6,-1.7,3.5
Cn1c(=O)c2cn(-c3ccc4c(c3)OCCO4)cc2n(C)c1=O,17.7,-12.3,0.8,-3.8,-5.0,0.8,-2.0,-2.2,0.6
CCc1cc(=O)oc2c3c(cc(OCC(=O)NCCCC(=O)O)c12)OC(C)(C)CC3,45.1,3.7,3.2,5.9,-1.3,4.2,-0.5,-4.3,-6.5
Cc1noc(C)c1NC(=O)Nc1ccc2c(c1)C(=O)N([C@H](C)CO)C[C@H](C)[C@@H](CN(C)C(=O)Nc1ccc3c(c1)OCO3)O2,·,·,1.4,8.7,·,4.3,-2.9,·,·
Cc1nc(C)c(C(=O)NCc2ccccc2Cl)o1,18.7,-12.3,3.2,7.1,0.3,3.5,·,-0.1,-4.6

# Later entries:
SMILES,SUMO HTRF inh,p-CIP stab down,IDE cell activ,CRFBP-R2 block,VIM-2 inh,IDE inh,GalR3 antagonist,IMP-1 inhibitor,HCV NS3 hel inh
CN(C)C(=O)c1c([N+](=O)[O-])c(C(C)(C)C)nn1C,13.2,-1.2,1.2,-8.7,0.3,-4.5,-1.7,-0.7,-15.3
Brc1ccc(NC2=Nc3ccccc3CC2)cc1,-14.5,-1.7,2.0,-33.1,-0.5,-4.0,-4.5,-1.4,1.6
O=C(NCCCn1ccnc1)c1cc(Br)c(Br)s1,3.1,-2.2,2.3,7.1,-0.8,2.9,-7.2,-2.6,5.0
COc1cc(/C=N/Nc2nc(C)cc(=O)[nH]2)ccc1OC(=O)c1cccnc1,-13.5,-13.5,1.0,31.2,-6.4,2.6,-5.1,-4.5,1.6
CC(C)(OC(=O)c1ccc(F)cc1)c1cc2ccccc2c(=O)o1,·,·,0.7,11.8,·,2.8,-5.4,·,·
COc1ccc(C(C)=O)c(OC(=O)c2ccc(OC)c(OC)c2)c1,-6.6,-6.0,1.9,2.4,-0.6,1.3,-3.5,-2.6,-8.8
Cc1nnc2sc(-c3ccc(NC(=O)c4ccc(-c5ccc(Cl)cc5Cl)o4)cc3)nn12,·,·,4.6,-2.1,-1.4,2.4,-3.3,-1.9,0.6
O=Cc1c(NCCCN2CCCC2=O)c2ccccc2[nH]c1=O,6.1,-1.8,-7.6,8.2,0.0,-0.3,-8.8,-4.3,-5.0
O=C(N/N=C/c1cn(-c2ccccc2)nc1-c1cccs1)c1ccncc1,-1.5,-6.0,3.4,-24.1,-3.4,4.3,-3.2,-4.9,-5.3
CS(=O)(=O)NN1C(=O)c2ccccc2NC1c1c[nH]c2ccccc12 (stereo not given),22.7,-3.0,1.1,-10.3,-3.0,2.1,-4.2,0.1,-8.7
O=C(NC(=S)Nc1ccccc1F)C1CCCCC1,0.0,-13.7,-2.5,·,-3.0,-0.3,-2.8,-1.1,13.2
O=C(Oc1ccc(OC(=O)c2ccco2)c(S(=O)(=O)c2ccc(Br)cc2)c1)c1ccco1,25.4,-20.1,0.0,-4.5,-1.7,2.0,·,-0.2,-7.0
O=C(CSc1ncccn1)Nc1ccc2[nH]c(=O)[nH]c2c1,·,·,-0.5,11.6,·,-0.2,-4.6,·,·
CCOc1ccc(C=NCC(O)c2ccccc2)cc1 (stereo not given),16.1,-9.5,-1.8,-5.4,-1.8,-0.7,-7.9,-4.0,0.2
CCn1c(CC(=O)Nc2ccccc2F)nnc1SCC(=O)N1CCN(c2ccccc2)CC1,14.8,-12.7,8.1,6.7,-3.4,3.5,-3.0,-4.5,2.7
CO/N=C/C1CCN(c2ncc(C(F)(F)F)cc2Cl)C1=O (stereo not given),-8.7,-15.9,3.2,-0.9,-3.3,-1.5,-2.4,-2.5,0.5
O=C(c1cccc(N2C(=O)C3CC=CCC3C2=O)c1)N1CCN(c2ccccc2)CC1 (stereo not given),-11.1,0.2,-1.7,1.8,-0.7,5.0,-3.7,1.1,7.7
O=C(NCCN1CCN(c2ccccc2)CC1)C1CCN(S(=O)(=O)c2cccc3nsnc23)CC1,6.4,-11.1,0.8,3.4,-0.9,1.1,-4.6,-3.8,-6.9
CN(C)C(=O)Cn1c(=O)n(S(=O)(=O)c2ccccc2)c2ccccc21,2.2,-10.7,1.7,4.4,-1.9,5.2,-4.1,-3.2,-9.6
CCOC(=O)c1ccc(NC(=O)Nc2ccc3c(c2)OCCO3)cc1,2.4,-2.7,-0.5,-0.9,0.6,-0.9,-2.0,-1.9,4.1
c1ccc(-c2nnc(-c3ccncc3)nc2-c2ccccc2)cc1,16.8,-20.0,3.3,11.8,-2.4,-0.3,-2.9,-1.6,-6.6
NS(=O)(=O)c1ccc(Nc2nc3ccccc3nc2NS(=O)(=O)c2cccc([N+](=O)[O-])c2)cc1,8.4,-6.4,2.5,23.6,-2.0,-3.4,-4.4,-3.1,-10.2
COCCCNC(=O)CCc1c(C)c2cc3c(C)coc3cc2oc1=O,19.1,-3.7,-2.2,6.1,2.6,3.5,-13.1,-2.7,-4.0
COc1cccc(CCc2nnc(CCC(=O)NC(C)Cc3cccs3)o2)c1 (stereo not given),9.5,4.1,7.1,1.8,2.1,-1.9,-2.0,0.0,12.2
CC(=O)Nc1ccc(C2(c3ccc(NC(C)=O)cc3)C(=O)Nc3ccccc32)cc1,-0.8,-1.7,-0.2,11.9,-2.4,1.6,-7.7,-3.5,3.6
O=C1CN(C(=O)COC(=O)CNC(=O)c2ccccc2)c2ccccc2N1,5.4,2.8,1.1,-11.3,2.3,5.5,-1.9,-3.0,-0.6
CCn1cc(C(=O)N2CC(C)CC(C)C2)c(=O)c2cc(S(=O)(=O)N3CCOCC3)ccc21 (stereo not given),4.0,-11.8,1.4,-7.7,-0.5,6.7,-2.6,-1.6,3.6
CC1Cc2ccccc2N1C(=O)COC(=O)c1ccc(Br)o1 (stereo not given),0.1,1.2,-0.8,-17.4,-2.7,4.3,-3.6,-3.4,-17.2
Cn1c(=O)oc2cc(S(=O)(=O)N3CCCC(C(=O)NC4CCCc5ccccc54)C3)ccc21 (stereo not given),-8.2,-2.0,-0.3,16.8,-3.5,1.9,-0.1,-3.0,-7.9

# Profiles as entered above. Order of screens: SUMO HTRF inh | p-CIP stab down | IDE cell activ | CRFBP-R2 block | VIM-2 inh | IDE inh | GalR3 antagonist | IMP-1 inhibitor | HCV NS3 hel inh
# Listed for O=C(NC(=S)Nc1ccccc1F)C1CCCCC1 = 0.0 | -13.7 | -2.5 | · | -3.0 | -0.3 | -2.8 | -1.1 | 13.2
# Listed for CCOC(=O)c1ccc(NC(=O)Nc2ccc3c(c2)OCCO3)cc1 = 2.4 | -2.7 | -0.5 | -0.9 | 0.6 | -0.9 | -2.0 | -1.9 | 4.1
# Listed for O=C(N/N=C/c1cn(-c2ccccc2)nc1-c1cccs1)c1ccncc1 = -1.5 | -6.0 | 3.4 | -24.1 | -3.4 | 4.3 | -3.2 | -4.9 | -5.3
# Listed for Cn1c(=O)oc2cc(S(=O)(=O)N3CCCC(C(=O)NC4CCCc5ccccc54)C3)ccc21 (stereo not given) = -8.2 | -2.0 | -0.3 | 16.8 | -3.5 | 1.9 | -0.1 | -3.0 | -7.9
# Listed for c1ccc(-c2nnc(-c3ccncc3)nc2-c2ccccc2)cc1 = 16.8 | -20.0 | 3.3 | 11.8 | -2.4 | -0.3 | -2.9 | -1.6 | -6.6
